CYP2C19 act: activators of human cytochrome P450 2C19 | recombinant CYP2C19, luciferin-H EGE luminescence; stronger effect = higher value; 0 = fully inhibited enzyme, 1 = untreated enzyme | activation factor at 5 µM | 96,000 tested, under 10 active | AID 1025;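 active means activation factor of at least 2 at 5 µM in the primary screen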;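 further: 0 = wells with 2.5 mM tranylcypromine and 1 = vehicle-only wells; values of inactives mirror those of a sister screen read the other way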
Target sequence (P33261 whole entry, looked up): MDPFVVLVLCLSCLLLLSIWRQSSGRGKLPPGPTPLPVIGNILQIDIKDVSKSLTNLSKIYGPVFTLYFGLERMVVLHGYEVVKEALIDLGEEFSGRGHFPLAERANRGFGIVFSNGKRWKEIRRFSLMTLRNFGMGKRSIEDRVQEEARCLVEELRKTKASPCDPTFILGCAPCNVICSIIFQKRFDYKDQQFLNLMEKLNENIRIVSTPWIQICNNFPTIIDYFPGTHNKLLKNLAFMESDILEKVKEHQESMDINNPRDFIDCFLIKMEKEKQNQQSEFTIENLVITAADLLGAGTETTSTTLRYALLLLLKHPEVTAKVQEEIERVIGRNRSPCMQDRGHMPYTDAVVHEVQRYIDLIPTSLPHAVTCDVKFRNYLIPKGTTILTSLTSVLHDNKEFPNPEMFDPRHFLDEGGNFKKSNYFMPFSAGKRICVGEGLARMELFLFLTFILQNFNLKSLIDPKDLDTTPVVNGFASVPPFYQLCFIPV
CYP2C9 act: activators of human CYP2C9; P11712; recombinant CYP2C9, luciferin-H conversion, luminescence; stronger effect = higher value; factor 1 = untreated enzyme, 0 = blocked; activation factor at 5 µM; actives 1.4% (n = 96,000);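 active means activation factor of 2 or more for CYP2C9 at a 5 µM dose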;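 further: 0 = sulfaphenazole-blocked wells and 1 = vehicle-only wells; values of inactives mirror those of a sister screen read the other way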
CYP2C19 inh: human CYP2C19 inhibition | inhibition, % at 5 µM | actives 21% (n = 96,000) | P33261 | CYP2C19 Supersomes, luciferin-H EGE luminescence, 30 min;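 active means CYP2C19 inhibition above a set limit at 5 µM in the primary screen, cut at about 50% in these data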;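 further: plate controls were negative control wells for no effect and 2.5 mM tranylcypromine positive control for full effect; values of inactives mirror those of a sister screen read the other way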
TNFa cytotox: toxic to HUVEC cells under TNF alpha stimulation | actives 0.17% (n = 93,000) | cell count reduction, % at 2 µM | HUVEC TNFalpha-stimulated, Hoechst cell count, imaging;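 active means cell count reduction exceeding the screen mean by over 5 SD, scaled to untreated wells per plate, cut at about 78% in these data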;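 further: cells counted after 24 h of TNF alpha exposure following the 1 h pretreatment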
CYP2C9 inh: blocks human cytochrome P450 2C9; inhibition, % at 5 µM; actives 20% (n = 96,000); CYP2C9 Supersomes, luciferin-H conversion, luminescence; P11712;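 active means blocking of liver enzyme CYP2C9 beyond about 50% at 5 µM, limit read from the data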; further: values of inactives mirror those of a sister screen read the other way
Candida biofilm: kills Candida albicans biofilms | actives 0.14% (n = 85,000) | C. albicans biofilm + clotrimazole, Alamar Blue | inhibition, % at 6 µM;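 active means inhibition above 20%; inactive means inhibition below 20%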;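 further: preformed 24 hr biofilms exposed to compound for 48 hr; 0% = biofilm without compound and 100% = blank killed by clotrimazole plus chlorhexidine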
HUVEC tox IL1B: HUVEC cytotoxicity counter-screen, IL-1B stimulated. HUVEC cell count loss, Hoechst imaging. cell count reduction, % at 2 µM. actives 0.41% (n = 94,000). AID 845;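 active means cell count reduction more than 3 SD above the screen-wide mean, cut at about 70% in these data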;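 further: normalized per plate to untreated control cells as the no-loss baseline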
DAT uptake mod: changed human dopamine transporter uptake under cocaine IC80. LLC-PK1 hDAT cells, [14C]-dopamine uptake with cocaine IC80; actives deviate in either direction. Q01959. AID 449768. B-score at 10 µM. actives 1.3% (n = 110,000);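 active means Z score or B-score, a plate-position-corrected score, falls beyond the plate's 99.7% confidence bounds, in either direction; inactive means both scores lie inside the 99.7% bounds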;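 further: scored against the spread of the other compound wells on the same plate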
Target sequence (Q01959 whole entry, looked up): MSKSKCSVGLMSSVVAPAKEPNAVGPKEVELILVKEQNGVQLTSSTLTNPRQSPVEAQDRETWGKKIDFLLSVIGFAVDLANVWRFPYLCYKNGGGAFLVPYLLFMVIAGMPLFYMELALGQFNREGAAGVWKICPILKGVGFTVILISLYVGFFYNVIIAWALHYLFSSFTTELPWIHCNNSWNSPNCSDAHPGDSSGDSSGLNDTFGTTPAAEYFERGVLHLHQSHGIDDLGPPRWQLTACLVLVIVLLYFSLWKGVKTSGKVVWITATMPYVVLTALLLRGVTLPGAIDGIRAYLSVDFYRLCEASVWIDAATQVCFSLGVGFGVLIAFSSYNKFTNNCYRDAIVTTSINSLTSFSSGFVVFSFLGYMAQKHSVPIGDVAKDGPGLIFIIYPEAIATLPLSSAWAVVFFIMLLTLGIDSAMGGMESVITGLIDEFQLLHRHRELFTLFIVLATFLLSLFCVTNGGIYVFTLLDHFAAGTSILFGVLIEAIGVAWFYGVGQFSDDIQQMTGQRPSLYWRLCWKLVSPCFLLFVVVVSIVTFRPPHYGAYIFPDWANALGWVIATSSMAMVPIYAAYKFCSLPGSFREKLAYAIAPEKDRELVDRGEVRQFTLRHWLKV
VCAM1 TNFa inh: reduces TNF alpha induced VCAM1 expression in HUVEC; HUVEC TNFa-induced VCAM-1 immunofluorescence, high-content imaging; inhibition, % at 2 µM; actives 0.48% (n = 95,000);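 active means inhibition above the batch mean plus 3 SD, with images confirmed as a hit by eye, cut at about 37% in these data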;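 further: 0% = TNF-stimulated DMSO wells and 100% = unstimulated control wells; not every result past the cut was called active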
The depositor's hits bear a star; x = not tested or not shown. The order is random; any-hit rate near 29%.

SMILES	CYP2C19 act	CYP2C9 act	CYP2C19 inh	TNFa cytotox	CYP2C9 inh	Candida biofilm	HUVEC tox IL1B	DAT uptake mod	VCAM1 TNFa inh
COc1ccc(CC(NC(C)=O)C(=O)NC2CCN(c3c4c(nc5ncnn35)CCC4)CC2)cc1 (stereo unspecified)	1	0.9	3	x	5	6	x	-0.08	x
CC(=O)NC1=NN(C(C)=O)C2(S1)C(=O)N(C(C)C)c1ccc(C)cc12 (stereo unspecified)	1.1	1.1	-9	-18	-5	x	-3	0.32	-2
CC(C)=CC(=O)Nc1nnc(C)s1	x	x	x	-24	x	2	-9	-0.96	2
N#Cc1ccc(-c2ccc(F)cc2)nc1Oc1ccccc1	0.7	0.9	28	-11	7	x	-19	0.074	18
CC(C)CC(NC(=O)C1CCCN1C(=O)OC(C)(C)C)C(=O)NCC(N)=O (stereo unspecified)	1.2	1.3	-21	-4	-33	8	19	-0.35	2
CCOC(=O)Nc1nc(C)c(C(=O)c2ccc(Cl)cc2)s1	0.9	0.7	15	-20	34	x	7	1	-8
Cn1c(Cc2ccccc2)nnc1SCC(=O)N1CCOCC1	1.2	1.3	-24	2	-31	6	22	-0.5	-13
O=C1C2CCCN2C(c2ccccc2)N1c1cccc(Cl)c1 (stereo unspecified)	0.7	0.7	35	5	27	1	24	-0.5	3
C=CCOC(=O)/C(=C\c1ccc(OC)cc1)NC(=O)c1ccco1	0.4	0.7	55*	-6	29	x	13	x	14
CC(=O)NS(=O)(=O)c1ccc(NC(=O)c2ccccc2F)cc1	0.9	0.9	8	-18	13	15	5	-0.46	-5
CCOC(=O)c1ccc(N2C(=O)CC(NC3CCN(C(=O)c4cccc(Cl)c4)CC3)C2=O)cc1 (stereo unspecified)	0.7	0.7	34	-9	33	7	-49	-0.021	13
COc1ccc(-c2cc(CNC(=O)CN3CCN(C)CC3)on2)cc1	1	1.1	-3	12	-11	x	6	-0.26	3
c1ccc(Nc2nc3ccccc3[nH]2)nc1	0.9	0.9	10	-25	8	9	-15	-0.69	21
CCOC(=O)N1CCN(C(=O)CN(c2cc(Cl)ccc2OC)S(=O)(=O)c2ccccc2)CC1	0.8	0.4	24	-2	65*	6	-14	0.67	-4
NS(=O)(=O)c1ccc(Nc2nc(-c3ccc(O)cc3O)cs2)cc1	0.2	0.3	79*	-7	68*	5	-107	-0.17	-4
O=C(CCC(=O)c1cccs1)NCc1ccc(F)cc1	0.3	1.7	72*	-39	-71	x	-15	-0.5	-13
O=C(O)c1sccc1SCc1ccc(Cl)c(Cl)c1	1	0.7	-3	-17	25	x	-11	-0.69	4
COc1cc(OC)cc(-c2cc(N)n(S(=O)(=O)Cc3ccccc3)n2)c1	0.6	0.1	43	-34	87*	-1	-5	0.1	15
O=C(CSc1nnc(-c2ccco2)n1-c1ccccc1)N1CCOCC1	1.1	1.1	-7	-19	-14	8	-71	0.47	4
O=C1CC(c2ccco2)=Nc2ccccc2N1	x	x	x	2	x	2	15	0.55	-12
COc1ccc(CN2CCN(C(=O)c3ccco3)CC2)cc1OCc1ccccc1	0.8	0.8	19	-20	24	-3	-11	0.34	2
CCN(CC)c1nc(N2CCOCC2)c(C#N)c2c1CN(C)CC2	0.8	0.4	21	-15	56*	4	-2	0.66	16
CCOC(=O)C1=C(C)NC(=S)N(C(C)=O)C1c1ccccc1 (stereo unspecified)	x	x	x	-22	x	4	-17	0.038	24
CCOc1ccc(C(=O)N(C)C2CCS(=O)(=O)C2)cc1 (stereo unspecified)	1.1	1.1	-9	-1	-12	9	-11	-0.15	-8
COC(=O)c1ccc(NC(=O)CSc2nnc(CNc3ccc(OC)cc3)n2C)cc1	0.7	0.7	30	-27	34	9	-14	-1	-37

Other compounds.
SMILES	CYP2C19 act	CYP2C9 act	CYP2C19 inh	TNFa cytotox	CYP2C9 inh	Candida biofilm	HUVEC tox IL1B	DAT uptake mod	VCAM1 TNFa inh
CCN=C(NCC)SC1CC(=O)N(c2ccccc2)C1=O (stereo unspecified)	0.1	1	88*	-12	-1	0	4	-1.6	6
C=CCSc1nnc(NC(=O)CSc2nc3ccccc3o2)s1	0.4	0.2	59*	x	82*	2	-41	x	x
Cc1ccc(-n2nnc3c(SCC(=O)N4CCN(c5ccccc5)CC4)ncnc32)cc1	x	x	x	-11	x	7	-16	x	92*
CNS(=O)(=O)c1cccc(C(=O)OCC(=O)Nc2ccccc2OC(F)F)c1	0.9	1.8	10	-22	-82	6	-8	-0.099	5
CC(=O)Nc1ccc(OC(=O)c2cc3ccccc3oc2=O)cc1	0.9	1	7	-12	-1	x	-21	-0.69	-2
COc1ccc(NC(=O)CN2CCN(CC(=O)Nc3cc(OC)cc(OC)c3)CC2)cc1	0.4	0.4	56*	x	61*	5	x	-0.71	x
Oc1cccc2ccc(/C=C/c3cccs3)nc12	1.1	1.1	-10	-9	-12	7	-1	-0.68	42
COc1ccc(NC(=O)C(CCS(C)(=O)=O)N2C(=O)c3ccccc3C2=O)cc1 (stereo unspecified)	1	0.5	4	2	46	-4	26	0.017	-9
CC(=O)/C(=N\Nc1ccc(C)cc1)N1CCOCC1	0.2	0.6	80*	-5	36	x	44	-0.13	-2
Cc1onc(-c2ccccc2)c1C(N)=O	1	1.1	-2	-7	-10	x	-3	-0.7	5
COc1cccc(C(=O)Nc2ccc(S(=O)(=O)Nc3onc(C)c3C)cc2)c1	1	0.9	1	2	8	4	17	-0.15	-4
CSc1ccc(N2CCN(CCCNC(=O)Nc3ccccc3F)CC2)cc1	0.8	0.8	20	15	21	4	-9	-1.4	-10
O=C(c1ccco1)N1CCN=C1SCc1cccc(Cl)c1	0.8	0.7	21	-34	34	9	-1	0.042	12
CCOc1ccc(-c2[nH]ncc2Oc2ccccc2OC)c(O)c1	0	0	99*	-2	98*	2	5	-0.0075	18
COn1c(SCc2ccc(C)cc2C)nc2ccccc2c1=O	0.3	0.1	73*	5	93*	7	3	-0.21	4
CC(=O)Nc1ccc(OCC(O)Cn2nc(C)c(C(C)=O)c2C)cc1 (stereo unspecified)	0.9	0.6	13	x	43	3	-2	-0.35	x
CCc1c(O)nc(SCC(=O)NC(C)(C)C)n(-c2ccccc2)c1=O	1.1	1	-6	-20	0	-1	2	0.54	1
O=S(=O)([N-]c1nc2ccccc2nc1-[n+]1ccccc1)c1ccc(Cl)cc1	1	0.7	-2	-13	26	x	-21	-0.012	1
CCNC(=O)/C(=C/c1ccc2c(c1)OCO2)NC(=O)c1ccc(Br)cc1	0.7	0.7	32	-13	26	x	-18	2.1	1
CCNc1nc(NC(C)C)nc(Nn2cnnc2)n1	1	1.1	-2	-12	-12	x	90*	0.71	-35
Cc1ccc(S(=O)(=O)N(CC(=O)NCc2ccncc2)C2CCCCC2)cc1	0	0.1	99*	x	93*	6	x	1.5	x
COc1ccc(Cn2c3nc4ccccc4nc3c3c(=O)n(Cc4ccco4)c(C)nc32)cc1	1	0.7	0	x	26	4	x	x	x
Cc1cc(NC(=O)CSc2nnc(-c3ccco3)o2)no1	1	1.1	-4	-1	-8	5	-109	-0.56	5
CCCCCc1c(O)c2ccccc2[nH]c1=O	0.7	1	27	13	4	7	30	0.017	-17
COC(=O)[C@H](C)NC(=O)Nc1ccc(C)c(C)c1	0.8	0.7	24	0	31	7	8	-0.038	-9

Remaining list, next part.
SMILES	CYP2C19 act	CYP2C9 act	CYP2C19 inh	TNFa cytotox	CYP2C9 inh	Candida biofilm	HUVEC tox IL1B	DAT uptake mod	VCAM1 TNFa inh
O=C(CSc1nncn1-c1ccccc1)Nc1cc(Cl)cc(Cl)c1	0.9	1.1	12	-26	-14	x	-8	0.71	11
Cc1ccc(S(=O)(=O)c2cc3c(=O)n4ccccc4nc3n(Cc3ccco3)c2=N)cc1	0.7	0.6	33	-22	43	1	4	0.83	18
Cc1cccc(C(=O)Nc2sc(C)c(-c3ccccc3)c2C#N)c1	0.6	0.8	38	-33	19	x	16	1.6	2
CCCCOc1ccc(NC(=O)C2CC=CCC2C(=O)O)cc1 (stereo unspecified)	1.1	1	-10	20	-4	6	25	-0.94	-22
COc1ccc(N(CC(=O)Nc2ccc3c(c2)OCO3)S(C)(=O)=O)c(OC)c1	0.8	0.3	16	-10	69*	8	-4	0.46	6
COC(=O)Cc1[nH]nc2c1C(C1C=CCCC1)C(C#N)=C(N)O2 (stereo unspecified)	0.3	0.4	70*	-2	60*	1	-34	0.14	12
Cc1ccnc(NS(=O)(=O)c2ccc(NC(=O)C3CCCCC3)cc2)n1	1.1	1	-14	-5	-2	0	-8	0.4	4
COc1ccc(OCC(=O)NNC(=O)c2cccnc2)cc1	1	1	1	5	-4	x	30	0.046	-8
Cc1ccccc1C(=O)Nc1sc(C)c(C)c1C(=O)c1ccccc1	0.7	0.6	28	-8	36	x	-114	0.73	14
O=C(COC(=O)c1ccccc1Oc1ccccc1)NC1CCS(=O)(=O)C1 (stereo unspecified)	0.7	1	33	3	5	-6	12	-0.16	11
Cc1cccc(NC(=O)Cc2noc3ccccc23)c1	x	x	x	14	x	8	48	0.43	-31
CC(=O)Nc1ccc(NC(=O)C(C)OC(=O)CN(C)S(=O)(=O)c2ccc(Cl)cc2)cc1 (stereo unspecified)	0.2	0.4	75*	-8	60*	x	-16	0.75	0
COc1ccc(S(=O)(=O)N2CCC(C(=O)NCCc3ccccc3)CC2)cc1OC	0.9	1.4	6	47	-36	-2	13	-1.4	5
CCCS(=O)(=O)c1c(S(=O)(=O)CCC)c2cc(CC)ccn2c1C(=O)OC	0.8	0.6	25	3	43	7	10	0.87	-4
CCCc1nc(SCC(=O)Nc2ccccc2)c2c(=O)n(C)c(=O)n(C)c2n1	1.1	0.8	-6	-44	17	6	0	-0.86	23
Cc1ccc2[nH]c(=O)c(NC(N)=S)nc2c1	1	1	1	-5	3	x	3	-1.1	2
COc1cc(/C=N/NC(N)=O)cc(Br)c1OCc1ccccc1C	1.2	1	-16	-3	-4	x	12	0.096	3
Cc1cc(NC(=O)CSc2nc3ccc(Cl)cc3[nH]2)no1	0.6	0.4	40	-7	62*	1	-6	-0.3	-3
CCCCNC(=O)CSc1nnc(NC(C)=O)s1	0.9	0.9	12	x	5	0	x	-0.41	x
CCC1Oc2ccccc2N(CC(=O)NCCCN2CCN(Cc3ccccc3)CC2)C1=O (stereo unspecified)	0.9	1.1	11	x	-6	8	x	-1.8	x
COC(=O)c1cc(C(=O)CSc2nc(C)cc(C)n2)ccc1O	0.8	0.9	23	-24	6	x	-17	-0.066	8
CCCCn1c(SCC(=O)NCc2ccco2)nc2ccc(N3CCOCC3)cc2c1=O	0.8	0.4	22	x	60*	8	x	1.1	x
CCCC(=O)Nc1nc(C)c(-c2csc(Nc3ccccc3C)n2)s1	0.6	0.5	43	-2	49	x	-14	0.31	4
O=C(NC1=NC2CCCCC2N1)c1ccccc1 (stereo unspecified)	0.7	1	32	2	2	5	7	-0.0009	-11
C=CCN1CC2CC3(COc4cc(C)cc(C)c4)C=CC2(O3)C1=O (stereo unspecified)	0.4	0.5	65*	-34	45	2	0	-0.02	-14
Cc1cc(/C([O-])=C(/C(=S)Nc2ccccc2)[n+]2ccccc2)c(C)n1-c1ccccc1	0.7	0.7	34	-28	32	x	4	1	-10

Some entries already given with just VCAM1 TNFa inh:
SMILES	VCAM1 TNFa inh
O=C(CSc1nncn1-c1ccccc1)Nc1cc(Cl)cc(Cl)c1	11
Cc1ccc(S(=O)(=O)c2cc3c(=O)n4ccccc4nc3n(Cc3ccco3)c2=N)cc1	18

Printed as active in VCAM1 TNFa inh, of those listed so far:
compound,CYP2C19 act,CYP2C9 act,CYP2C19 inh,CYP2C9 inh,DAT uptake mod,VCAM1 TNFa inh
Cc1ccc(-n2nnc3c(SCC(=O)N4CCN(c5ccccc5)CC4)ncnc32)cc1,x,x,x,x,x,92*

Bioassay records as filed in PubChem BioAssay.
